Bioassay records from PubChem.
KCNK9 block – inhibitors of human KCNK9 two-pore domain potassium channel | Q9NPC2 | B-score at 10 µM | HEK293 KCNK9, FluxOR thallium flux fluorescence; hits give low values | AID 488922 | 310,000 compounds, 1.2% hits;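 active = ratio B-score over 3 SD below the library mean, with starting fluorescence within 5 SD of its mean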;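 also: negative B-score means less thallium flux so channel inhibition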
TRPC4 act – activators of mouse TRPC4 channel. B-score at 10 µM. HEK293 TRPC4beta/mu-opioid, Fluo4 calcium fluorescence; hits give high values. 310,000 compounds, 0.49% hits;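 active = B-score above 5 SD of library B-scores, and initial fluorescence ratio not above library mean plus 5 SD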;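 also: positive B-score marks a calcium rise read as TRPC4 activation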
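system = HEK293 cells stably co-expressing mouse TRPC4beta and mu-opioid receptor | schedule = Fluo4 dye loading 45 min at room temperature, 110 s recording | measure = B-scored integrated calcium fluorescence ratio | signal = Fluo4 calcium-sensitive dye fluorescence, kinetic, 1 Hz baseline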
hERG rescue – shields human hERG channel from block by proarrhythmic agents; CHO-hERG, FluxOR thallium flux, dofetilide IC70 present; activation (rescue from dofetilide block), less the hit threshold, % at 10 µM; 310,000 compounds, 0.51% hits;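 active = activation above the mean of controls blocked by dofetilide plus 5 SD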;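 also: thallium influx through hERG after potassium depolarization seen as dye fluorescence rise; in these data hits start at about 4.7%; inactives centre near -7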
PolyA inhibitor – blocks polyadenylation in yeast reporter cells; 300,000 compounds, 0.02% hits; calls only at 12 µM; AID 1875; S. cerevisiae SKY197-pL101 polyadenylation reporter, beta-gal luminescence; efflux-impaired pdr1/pdr3 knockout yeast; score 100 = 6 SD above DMSO;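 active = lowest replicate activity score at least 50, where 100 means six control SD above control mean; inconclusive = lowest score under 50 but half or more replicates reach 50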;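 also: yeast exposed to compound for 9 h at 30 °C; higher score means more reporter readthrough which indicates perturbed polyadenylation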
Platelet DG rel – platelet dense granule release activity; 300,000 compounds, 0.22% hits; human platelet-rich plasma, SFLLRN dense granule ATP release, luminescence; inhibition, %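 (compounds screened at 7.5 µM in platelet-rich plasma)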;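 active = mean replicate score, as percent of positive control, at or above 50; inconclusive = mean below 50 but at least one replicate at or above 50; inactive = mean and every replicate below 50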
TRPC4 potent – allosteric potentiators of mouse TRPC4 channel; Q9QUQ5; HEK293 TRPC4beta/mu-opioid, DAMGO EC20, Fluo-4 Ca2+ flux; hits give high values; B-score at 10 µM; 310,000 compounds, 0.42% hits; AID 2227;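 active = B-score of calcium response area above 5 SD of library B-scores, with initial fluorescence ratio within 5 SD of library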;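 also: B-score of integrated fluorescence ratio over time as area under calcium response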
KCNQ1 inh – inhibitors of human KCNQ1 potassium channel; P51787; CHO-K1 KCNQ1, FluxOR thallium flux fluorescence; hits give high values; B-score at 10 µM; 310,000 compounds, 1.3% hits; AID 2642;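 active = compounds whose thallium flux B-score, printed positive for inhibition, exceeds three library SD while starting fluorescence stays within three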;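 also: channel opened by potassium depolarization with thallium stimulus after 20 min compound exposure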
Target sequence (P51787 whole entry, looked up): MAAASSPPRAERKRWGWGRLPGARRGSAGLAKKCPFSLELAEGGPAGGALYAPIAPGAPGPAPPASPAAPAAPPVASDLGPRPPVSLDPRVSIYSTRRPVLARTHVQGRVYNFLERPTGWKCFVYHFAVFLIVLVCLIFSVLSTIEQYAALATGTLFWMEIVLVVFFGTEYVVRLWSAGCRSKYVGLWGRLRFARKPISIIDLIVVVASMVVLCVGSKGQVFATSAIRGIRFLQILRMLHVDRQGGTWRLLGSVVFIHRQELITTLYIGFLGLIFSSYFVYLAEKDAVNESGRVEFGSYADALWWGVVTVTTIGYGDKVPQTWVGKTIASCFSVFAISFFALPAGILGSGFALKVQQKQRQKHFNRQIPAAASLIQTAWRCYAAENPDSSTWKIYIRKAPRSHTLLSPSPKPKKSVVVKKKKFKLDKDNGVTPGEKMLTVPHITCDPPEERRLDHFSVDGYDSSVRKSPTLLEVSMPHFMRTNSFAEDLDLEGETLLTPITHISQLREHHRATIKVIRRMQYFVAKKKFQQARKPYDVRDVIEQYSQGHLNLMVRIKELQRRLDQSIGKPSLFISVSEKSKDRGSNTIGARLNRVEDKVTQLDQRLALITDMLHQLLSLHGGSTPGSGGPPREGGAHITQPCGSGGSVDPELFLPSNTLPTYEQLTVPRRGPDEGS
KCNK3 inh – human KCNK3 channel inhibition, primary screen; O14649; CHO-KCNK3 thallium flux, FluxOR fluorescence; hits give low values; B-score at 10 µM; 340,000 compounds, 0.84% hits;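 active = B-score under library mean minus 4 SD, starting fluorescence ratio at most library mean plus 5 SD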;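 also: more negative B-score means stronger inhibition of thallium flux through KCNK3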
Target sequence (O14649 whole entry, looked up): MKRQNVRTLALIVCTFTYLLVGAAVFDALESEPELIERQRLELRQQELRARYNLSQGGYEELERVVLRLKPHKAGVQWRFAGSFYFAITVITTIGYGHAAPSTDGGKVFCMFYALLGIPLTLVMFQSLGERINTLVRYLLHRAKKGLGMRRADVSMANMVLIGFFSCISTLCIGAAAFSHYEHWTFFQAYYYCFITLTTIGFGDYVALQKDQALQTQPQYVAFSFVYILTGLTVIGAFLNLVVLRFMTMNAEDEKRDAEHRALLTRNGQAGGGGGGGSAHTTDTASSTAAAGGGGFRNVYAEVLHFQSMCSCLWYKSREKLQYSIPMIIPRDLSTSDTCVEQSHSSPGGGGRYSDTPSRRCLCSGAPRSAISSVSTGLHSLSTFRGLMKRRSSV
TRPC4 block – blocks the mouse TRPC4 cation channel | 300,000 compounds, 0.39% hits | HEK293 TRPC4beta/mu-opioid, DAMGO-evoked Fluo4 calcium flux; hits give low values | Q9QUQ5 | B-score at 10 µM;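 active = B-score over 3 SD under the library average, no early fluorescence shift, positive overall ratio signal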
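Material: HEK293 cells with stable TRPC4beta plus mu-opioid receptor expression; probe or stimulus: DAMGO in two steps, submaximal then maximal; technique: Fluo4 calcium fluorescence by kinetic imaging, 5 s 1 Hz baseline; measure: integrated fluorescence ratio relative to baseline, converted to per-well B score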
KCNQ1 pot – potentiates or activates the human KCNQ1 potassium channel; P51787; CHO-K1 KCNQ1, thallium flux FluxOR fluorescence; hits give high values; B-score at 10 µM; 310,000 compounds, 0.35% hits;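 active = fluorescence ratio B-score, a plate-corrected score, at least three library SD, with initial intensity B-score within 5 SD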
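Material: CHO-K1 cells stably expressing KCNQ1. Medium: assay buffer for compound exposure, DMSO matched across wells. Reagent: K+/Tl+ depolarizing stimulus. Compound dosing: single-concentration screen. Times: 37 °C overnight plating, 90-min dark dye load, 20-min compound pretreatment. Technique: FluxOR Tl+ flux fluorescence.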
Dyrk1A ADPGlo – blocks rat Dyrk1A kinase activity; ADP-Glo luminescence, NFATc1 peptide; inhibition, % at 12.5 µM; 310,000 compounds, 0.43% hits; AID 504441; in the data active = inhibition above about 50%;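 also: plate controls were vehicle with enzyme for no effect and no enzyme for full effect; many of its hits are not listed in these tables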
The depositor's hits bear a star; i = inactive; ? = inconclusive; · = no result given. Some of the compounds tested (hit frequency here may not be typical).

SMILES	KCNK9 block	TRPC4 act	hERG rescue	PolyA inhibitor	Platelet DG rel	TRPC4 potent	KCNQ1 inh	KCNK3 inh	TRPC4 block	KCNQ1 pot	Dyrk1A ADPGlo
CCOC(=O)C(C)Oc1ccc(C2NC(=O)NC(C)=C2C(=O)Nc2ccccc2C)cc1 (stereo not given)	i	i	-10	i	-2	i	i	i	i	i	-1
CCOC(=O)COc1cc(-n2c(=S)[nH]c3cc(OC)c(OC)cc3c2=O)c(Cl)cc1Cl	-13*	i	-6	i	-11	i	i	i	i	16*	-2
Cc1ccccc1NC(=O)/C(C#N)=C\c1cc(C)n(-c2ccc(C(=O)O)cc2)c1C	i	i	-14	i	-1	i	i	i	i	i	3
Oc1ccc(-c2csc(Nc3ccccn3)n2)c(O)c1	i	i	-6	i	-8	i	i	i	i	i	7
CC1(C(=O)N2CC3(CC(c4cccc(NC(=O)CC(c5ccccc5)c5ccccc5)c4)=NO3)C[C@@H]2C(N)=O)CC1 (stereo not given in full)	i	i	-4	·	-3	i	i	i	i	i	-3
CC(On1nnc2ccc(S(=O)(=O)N3CCOCC3)cc21)C(=O)Nc1ccccc1F (stereo not given)	i	i	-11	i	-12	i	i	i	i	i	-6
O=C(Cc1ccsc1)Nc1ccc(S(=O)(=O)C(F)F)cc1	i	i	-11	i	2	i	i	i	i	i	0
CC(=O)c1ccc(NC(=S)NC(C)CCc2ccccc2)cc1 (stereo not given)	i	i	-10	i	?	i	7*	i	i	i	·
O=C(COc1ccc(S(=O)(=O)N2CCOCC2)cc1Cl)NC1CCCCC1	i	i	-6	i	-1	i	i	i	i	i	0
CCN(CC)S(=O)(=O)c1cc(NC(=O)COc2ccc(C#N)cc2OC)ccc1C	i	i	-11	i	2	i	i	i	i	i	-3
CCSc1nc(-c2ccc(OC)cc2)cc(-c2ccccc2)c1C#N	i	i	-8	i	-4	i	i	i	i	i	2
CCCCn1c(=O)[nH]c(=O)c2c1nc(-c1ccc(C#N)cc1)n2C1CCCC1	i	i	-6	i	-2	i	i	i	i	i	0
O=C1[C@H]2[C@H]3[C@H](O)[C@H](O)C/C(=N\OC[C@@H](O)COCc4ccco4)[C@@H]3CC[C@H]2C(=O)N1c1ccc(F)cc1F	i	i	-5	i	1	i	i	·	i	i	·
Cc1ccc(C(=O)N/C(=C\c2ccc(F)cc2)C(=O)NCc2ccncc2)cc1	i	i	-6	i	1	i	i	i	i	i	4
O=C(c1cccc(S(=O)(=O)N2CCCC2)c1)N(Cc1ccco1)C1CCS(=O)(=O)C1 (stereo not given)	i	i	-4	i	5	i	i	i	i	i	3
O=S(=O)(Nc1nc2ccccc2nc1NCC1CCCO1)c1cc(Cl)ccc1Cl (stereo not given)	i	i	-17	i	4	i	i	i	i	i	-3
O=C(Nc1ccc(Cl)cn1)C1CCCN1S(=O)(=O)c1ccccc1 (stereo not given)	i	i	-5	i	4	i	i	i	i	i	-6
CCS(=O)(=O)c1ncc(CO)n1CCc1ccccc1	i	i	0	i	4	i	i	i	i	i	1
COc1ccc(NC(=O)C(c2ccc(C)cc2)N(C)C(=O)c2ccc(=O)[nH]c2)cc1 (stereo not given)	i	i	-5	i	-2	i	i	i	i	i	3
O=C(CSc1ccc2c(c1)OCCO2)Nc1ccc(Br)cc1	i	i	-5	i	0	i	i	i	i	i	6
Cc1ccc2nc(N(CCN(C)C)C(=O)c3ccc4ccccc4c3)sc2c1	i	i	-10	i	-8	i	i	i	i	i	0
COc1ccc(CCN2CC(C(=O)NCC3(O)CCCCC3)CCC2=O)cc1 (stereo not given)	i	i	-8	i	-1	i	i	i	i	i	20
COC(=O)C1=C(C)OC(N)=C(C#N)C1c1c(C)nn(-c2ccccc2)c1Cl (stereo not given)	-13*	i	-18	i	3	i	i	i	i	i	-3
O=C(CCN1C(=O)c2cccc3cccc(c23)C1=O)N1CCN(c2ccccc2F)CC1	i	i	-6	i	-5	i	i	i	i	i	5
O=C(Cc1cccs1)Nc1nc2ccccc2s1	i	i	-1	i	4	i	i	i	i	i	11
CC1C/C(=N\Nc2ccc(S(N)(=O)=O)cc2[N+](=O)[O-])CC(C)(C)C1 (stereo not given)	i	i	-5	i	-2	i	i	i	i	i	-4
N#Cc1c(-c2cccs2)nc(SCC(=O)c2cccs2)[nH]c1=O	i	i	-15	i	-2	i	i	i	i	i	24
Cc1cc(C)c(C(N)=O)c(NC(=O)Nc2ccccc2Cl)n1	i	i	-16	i	-3	i	i	i	i	i	0
COc1ccc(OC)c(C(=O)c2ccc(C(=O)Nc3ccc4ccccc4c3)cc2)c1	i	i	-7	i	-7	i	i	i	i	i	0
Clc1ccc(-c2nnc3n2-c2ccccc2SC3)cc1	i	i	-7	i	-3	i	i	i	i	i	12
Clc1ccc(-c2nc(-c3ccncc3)no2)c(Cl)c1	i	i	-3	i	0	i	i	i	i	i	11
Oc1ccc(CN2CCN(c3ccccc3)CC2)c2cccnc12	i	i	-4	i	3	i	i	i	i	i	5
CC(CCc1ccccc1)NC(=O)COC(=O)C12CC3CC(CC(Br)(C3)C1)C2 (stereo not given)	i	i	-10	i	0	i	i	i	i	i	·
COc1cccc(/C=C/C(=O)NCC2CCCCC2)c1	i	i	-8	i	-4	i	i	i	i	i	1
Cc1ccc(S(=O)(=O)c2nc(NCc3ccc4c(c3)OCO4)sc2Cl)cc1	-11*	i	-8	i	8	i	i	i	i	i	-1
Cc1cc([N+](=O)[O-])ccc1NCc1cccc([N+](=O)[O-])c1	i	i	-3	i	-1	i	i	i	i	i	·
COc1ccccc1CNC(=O)COc1ccc2c(c1)CCC2	i	i	-8	i	7	i	i	i	·	i	-1
O=S1(=O)CCOC[C@H](Cc2ccccc2)N1Cc1ccc(F)cc1	i	i	-16	i	6	i	i	i	i	i	-5
COc1ccc(CCN2C(=O)NC(NS(=O)(=O)c3ccccc3)(C(F)(F)F)C2=O)cc1OC (stereo not given)	i	i	-3	i	4	i	i	i	i	i	-8
CCOC(=O)N/N=C\c1ccc(OC/C=C/c2ccccc2)cc1	i	i	-9	i	2	i	i	i	i	i	-2

Two neighbouring compounds already listed, quoted:
SMILES	KCNK9 block	TRPC4 act	hERG rescue	PolyA inhibitor	Platelet DG rel	TRPC4 potent	KCNQ1 inh	KCNK3 inh	TRPC4 block	KCNQ1 pot	Dyrk1A ADPGlo
COc1ccc(CCN2C(=O)NC(NS(=O)(=O)c3ccccc3)(C(F)(F)F)C2=O)cc1OC (stereo not given)	i	i	-3	i	4	i	i	i	i	i	-8
CCOC(=O)N/N=C\c1ccc(OC/C=C/c2ccccc2)cc1	i	i	-9	i	2	i	i	i	i	i	-2

Three records picked at random from those above:
SMILES	KCNK9 block	TRPC4 act	hERG rescue	PolyA inhibitor	Platelet DG rel	TRPC4 potent	KCNQ1 inh	KCNK3 inh	TRPC4 block	KCNQ1 pot	Dyrk1A ADPGlo
O=C(CCN1C(=O)c2cccc3cccc(c23)C1=O)N1CCN(c2ccccc2F)CC1	i	i	-6	i	-5	i	i	i	i	i	5
Cc1cc([N+](=O)[O-])ccc1NCc1cccc([N+](=O)[O-])c1	i	i	-3	i	-1	i	i	i	i	i	·
CC(CCc1ccccc1)NC(=O)COC(=O)C12CC3CC(CC(Br)(C3)C1)C2 (stereo not given)	i	i	-10	i	0	i	i	i	i	i	·

(further entries)
SMILES	KCNK9 block	TRPC4 act	hERG rescue	PolyA inhibitor	Platelet DG rel	TRPC4 potent	KCNQ1 inh	KCNK3 inh	TRPC4 block	KCNQ1 pot	Dyrk1A ADPGlo
CC(C)Nc1ccc(C(CC(N)=O)NC(=O)Cc2ccc(Br)cc2)cc1[N+](=O)[O-] (stereo not given)	i	i	-6	i	4	i	i	i	i	i	1
O=S(=O)(Nc1ccc(S(=O)(=O)N2CCCC2)cc1)c1ccc(F)cc1	i	i	-3	i	2	i	i	i	i	i	1
CCCCNC(=S)NNC(=O)CCn1nc(C)c(Br)c1C	i	i	-13	i	-8	i	i	i	i	i	4
O=C1NC(=O)c2c(NC(=O)C3CCCO3)cccc21 (stereo not given)	i	i	2	i	4	i	i	i	i	i	·
Cc1cc(C)c2nc(-c3ccccn3)cc(C(=O)Nc3cc(C)on3)c2c1	i	i	-10	i	-12	i	i	i	i	i	1
CC/C(C)=N/Oc1nc(C)cc(C)n1	i	i	-5	i	-14	i	i	i	i	i	0
CC(=O)Nc1ccc(S(=O)(=O)NCCc2ccccc2)cc1	i	i	-6	i	-1	i	i	i	i	i	-2
O=C(Nc1ccc(Cl)cn1)C1CCCN1S(=O)(=O)c1ccc(Cl)cc1 (stereo not given)	i	i	2	i	-2	i	i	i	i	i	8
Oc1cccc(NC(=S)N=Nc2c(O)[nH]c3ccccc23)c1	i	i	-16	i	-15	i	i	i	i	i	51*
Cc1cccc(/C=C2\CCC(=C3SCCCS3)C2=O)c1	i	i	-4	i	2	i	i	i	i	i	8
CCCCn1c(N)c(N(CCC(C)C)C(=O)c2cccc(S(=O)(=O)N3CCN(C)CC3)c2)c(=O)[nH]c1=O	i	i	-7	i	-5	i	i	i	i	i	-1
COc1ccc(N(CC(=O)Nc2ccc(OC)cc2OC)S(=O)(=O)c2ccccc2)cc1	i	i	-3	i	-2	i	i	i	i	i	·
CC(=O)OCC1(C)CN(c2ccccc2)N(C(=O)c2ccc(C(C)(C)C)cc2)C1=O (stereo not given)	i	i	-7	i	6	i	i	i	i	i	-7
COc1ccc(F)cc1S(=O)(=O)NCc1cc(=O)n(C)c(=O)n1C	i	i	-14	i	7	i	i	i	i	i	-1
COc1cc2cc(C(=O)Nc3ccc4c(c3)OCCO4)[nH]c2cc1OC	i	i	-10	i	-2	i	i	i	i	i	0
Cc1ccc(C(=O)NNC(=O)CSc2nnc(-c3ccncc3)n2C)cc1	i	i	-9	i	-4	i	i	i	i	i	·
O=C(Nc1ccc(-c2cn3c(n2)SCC3)cc1)c1ccc2ccccc2n1	i	i	-14	i	0	i	i	i	i	i	·
Cc1ccc(S(=O)(=O)CCC(=O)c2ccc(F)cc2)cc1	i	i	-2	i	-26	i	i	i	i	i	0
O=C(CSc1nc(-c2ccccc2)c(-c2ccccc2)[nH]1)Nc1nccs1	i	i	-2	i	-5	i	i	i	i	i	3
Cn1c(CC(=O)Nc2ccccc2)c(Sc2ccccc2)c2ccccc21	i	i	-10	i	-8	i	i	i	i	i	5
